TAAR1 antag = antagonists of human TAAR1; 360,000 compounds, 1.5% hits; inhibition, % at 3 µM; Q96RJ0; CHO RD-HGA16 TAAR1, Fluo-8 calcium fluorescence, antagonist;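 active = inhibition above a per-plate cutoff, the mean inhibition of test compounds on that plate plus 3 SD, cut at about 49% in these data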;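 also: 0% = DMSO plus EC80 beta-PEA response and 100% = DMSO alone without agonist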
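Material: RD-HGA16 CHO cells with stable hTAAR1 and Gα16; Dosing: single nominal final test compound concentration of 3 µM; Schedule: seeding 17-24 h prior, 75-min 37 °C, 30-min RT dye loading; Detection: kinetic Fluo-8 calcium fluorescence measurement; Measure: % inhibition from peak post-agonist over basal fluorescence ratio; Benchmarks: vehicle and agonist controls.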
M1 ag = activates human CHRM1 receptor; P11229; CHO-K1 hM1, Fluo-8 calcium fluorescence, agonist mode; 0% DMSO, 100% acetylcholine EC100; activation, % at 3 µM; 360,000 compounds, 0.33% hits; AID 588814;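 active = activation above the run's mean compound activation plus 3 SD, cut at about 16% in these data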;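 also: peak over basal fluorescence ratio within a 140 s kinetic read after compound addition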
Target sequence (P11229 whole entry, looked up): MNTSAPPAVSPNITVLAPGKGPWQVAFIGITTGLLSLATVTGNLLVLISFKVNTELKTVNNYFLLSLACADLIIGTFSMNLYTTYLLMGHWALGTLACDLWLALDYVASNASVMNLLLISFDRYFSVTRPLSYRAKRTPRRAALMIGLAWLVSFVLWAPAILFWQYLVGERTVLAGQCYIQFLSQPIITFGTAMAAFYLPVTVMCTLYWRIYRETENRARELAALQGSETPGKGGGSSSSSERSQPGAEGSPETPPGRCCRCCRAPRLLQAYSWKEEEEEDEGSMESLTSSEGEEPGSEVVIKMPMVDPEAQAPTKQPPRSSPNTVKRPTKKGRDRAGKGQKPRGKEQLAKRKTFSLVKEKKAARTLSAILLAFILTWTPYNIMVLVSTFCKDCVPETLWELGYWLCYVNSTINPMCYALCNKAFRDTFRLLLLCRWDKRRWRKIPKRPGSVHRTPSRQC
CHO-K1 Ca ag = M1 agonist counterscreen hit in parental CHO-K1 cells. Fluo-8 calcium fluorescence; scaled to maximal ATP response, vehicle zero. activation, % at 3 µM. 360,000 compounds, 0.48% hits; in the data active = activation above about 15%;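 also: untransfected CHO-K1 host cells lacking M1 receptor as counterscreen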
TAAR1 ag = agonists of human TAAR1 | Q96RJ0 | activation, % at 3 µM | CHO RD-HGA16 TAAR1, Fluo-8 calcium fluorescence; vehicle wells 0%, saturating PEA agonist 100% | 360,000 compounds, 0.99% hits;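 active = activation above the mean activation of all test compounds in the run plus 3 SD, cut at about 38% in these data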
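Test system: RD-HGA16 (CHO) cells co-expressing Gα16 and hTAAR1 / Benchmarks: DMSO vehicle as 0%, PEA at EC100 as 100% / Repeats: no replicates (n 1) / Measure: % activation from peak over basal fluorescence ratio, DMSO-to-PEA scaled / Timing: 17-24 h plating, Fluo-8 75 min 37 °C, 30 min RT / Technique: kinetic Fluo-8 calcium fluorescence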
CHO parental Ca = signal in parental CHO cells, OX1R antagonist counter-screen; parental CHO-K1, ATP-induced calcium, Fluo-8 fluorescence; inhibition, % at 5.6 µM; 330,000 compounds, 0.63% hits;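 active = inhibition above that plate's mean sample inhibition plus 3 SD, cut at about 26% in these data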;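 also: 0% = ATP-challenged DMSO wells and 100% = DMSO wells without ATP; some compounds past the cut are filed as inactive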
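Test system: untransfected parental CHO cell line. Compound: one dose, 5.6 µM nominal. Detection: intracellular calcium via Fluo-8 no-wash fluorescent dye. Measure: % inhibition. Benchmarks: ATP-challenged DMSO wells low, unchallenged DMSO wells high.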
V1R ag counter = V1a receptor agonism, counter-screen for OXTR agonists. P37288. CHO-V1R cells, Fluo-8 calcium fluorescence, agonist mode; 0% DMSO, 100% 3 nM vasopressin. activation, % at 3 µM. 320,000 compounds, 0.25% hits. AID 2797;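 active = activation above the mean activation of all tested compounds plus 3 SD, per screening run, cut at about 20% in these data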;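 also: signal is peak over basal fluorescence ratio across a 100 second FLIPR read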
Target sequence (P37288 whole entry, looked up): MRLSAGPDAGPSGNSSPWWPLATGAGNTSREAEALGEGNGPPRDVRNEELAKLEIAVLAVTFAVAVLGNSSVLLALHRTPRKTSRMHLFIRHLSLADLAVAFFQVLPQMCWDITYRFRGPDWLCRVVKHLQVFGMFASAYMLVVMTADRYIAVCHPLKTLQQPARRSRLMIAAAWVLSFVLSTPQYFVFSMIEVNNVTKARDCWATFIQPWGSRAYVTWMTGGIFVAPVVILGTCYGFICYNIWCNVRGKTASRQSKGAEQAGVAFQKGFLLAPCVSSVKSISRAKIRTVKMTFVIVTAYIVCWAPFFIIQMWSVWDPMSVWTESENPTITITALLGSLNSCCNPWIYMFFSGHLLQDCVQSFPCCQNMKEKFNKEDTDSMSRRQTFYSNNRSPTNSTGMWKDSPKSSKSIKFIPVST
M1 PAM parental = M1 PAM counterscreen hit in parental CHO-K1 cells; 360,000 compounds, 0.02% hits; activation, % at 3 µM; AID 602247; ATP EC20, Fluo-8 calcium fluorescence; 0% at ATP EC20, 100% at ATP max;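 active = activation above the run cutoff, the mean activation of all test compounds plus 3 SD, cut at about 40% in these data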;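 also: peak over basal fluorescence ratio in a 140 s read after ATP addition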
CHO-K1 Ca antag = nonselective inhibitor or artifact in parental CHO-K1 cells; AID 602250; ATP-induced calcium, Fluo-8 fluorescence; inhibition, % at 3 µM; 360,000 compounds, 0.6% hits;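 active = inhibition above a per-plate cutoff, the plate's mean sample inhibition plus 3 SD, cut at about 24% in these data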;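 also: 0% = DMSO plus EC80 ATP and 100% = DMSO alone without ATP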
OXTR potentiator = human OXTR potentiation; activation, % at 3 µM; P30559; CHO-OTR cells, Fluo-8 calcium fluorescence, potentiator mode; 0% = oxytocin EC15, 100% = EC100; 320,000 compounds, 0.061% hits; AID 2445;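 active = activation above that plate's cutoff, the mean activation of tested compounds plus 3 SD, cut at about 6.6% in these data, passing the limit was not always enough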;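 also: 100% uses oxytocin at 75 nM as the full agonist control; some results filed as inactive read as strong as hits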
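System: human OTR in CHO cells / Also added: sub-maximal oxytocin, roughly EC15 / Control set: EC15 oxytocin low, 75 nM oxytocin high / Schedule: 6 min compound pre-incubation at room temperature, 100 s kinetic read / Compound: single-point 3.0 µM / Replication: singlicate / Technique: Fluo-8 calcium dye fluorescence / Read-out basis: % activation of max/min ratio relative to oxytocin controls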
* hit, by the source's call; . = not tested or not shown.

SMILES	TAAR1 antag	M1 ag	CHO-K1 Ca ag	TAAR1 ag	CHO parental Ca	V1R ag counter	M1 PAM parental	CHO-K1 Ca antag	OXTR potentiator
Cc1cc(NS(=O)(=O)c2ccc(NC(=O)c3ccc([N+](=O)[O-])s3)cc2)nc(C)n1	-21.9	-2.7	-0.4	22.8	-10.1	0.2	-8.0	-4.3	-2.8
c1ccc2[nH]c(C3CC3)nc2c1	9.0	-8.1	0.0	7.5	-3.5	0.6	6.6	10.2	-2.2
COc1ccc(NC(=O)N2CCCC2C(=O)Nc2ccc(C)cc2C)cc1 (configuration not stated)	-7.2	-6.1	1.3	6.1	-1.9	-1.2	29.1	-16.4	-3.8
COCCn1c(SCC#N)nnc1-c1ccc(OC)cc1	-12.2	9.4	0.4	7.2	-7.9	-0.7	10.9	-19.5	-5.4
CC(NC(=O)c1cccc(S(=O)(=O)N2CCN(C)CC2)c1)C1CC2CCC1C2 (configuration not stated)	-13.5	-6.1	-0.2	2.7	-10.0	-1.2	-8.9	-2.6	-6.2
C#CCOCCOCCOCCNc1nc(N2CCN(C(=O)Cn3cc(CCO)nn3)CC2)nc(N2CCN(C(=O)[C@H]([C@@H](C)CC)n3cc(CCCCN)nn3)CC2)n1	4.7	-10.7	1.3	1.6	.	.	27.3	-11.3	.
O=C(CSc1ccc(Cl)cc1)NC(=O)NC1CCCC1	-40.5	-8.1	-0.7	-1.4	.	.	-28.7	8.3	.
CC1=C(c2ccccc2)C=NNCC1=O	-15.2	-3.8	0.8	0.6	.	.	18.9	-12.8	.
NS(=O)(=O)c1ccc(NS(=O)(=O)c2ccc(NC(=S)Nc3ccccc3)cc2)cc1	5.5	-3.8	0.5	2.7	-2.7	1.0	12.4	10.9	-4.9
Cc1ccc(S(=O)(=O)N(C)CC(=O)N2CC(C)OC(C)C2)cc1 (configuration not stated)	-18.8	-3.6	0.5	7.3	-4.9	0.8	8.9	-3.3	-12.6
CCN(CC(=O)NCc1ccc(Cl)cc1)C(=O)CSc1ccccc1	-30.2	-6.0	-0.1	-0.7	-18.1	0.2	-12.3	-8.6	3.2
Cc1ccc(NS(=O)(=O)c2c(C)[nH]c(C)c2C(=O)N2CCCC2)cc1Cl	-26.6	1.6	-0.8	2.9	-20.1	1.1	-10.5	7.1	-8.8
COc1ccc(-c2ccc3nncn3c2)cn1	-28.5	-1.4	0.2	1.9	.	.	9.5	-6.9	.
NC(=O)Nc1ccc(Cl)cc1	-11.6	-1.9	0.0	4.6	2.8	0.3	2.6	-3.8	-4.8
COc1ccc(Nc2nc(N)nc(CN3CCC(Cc4ccccc4)CC3)n2)cc1	-11.6	-11.8	0.8	1.7	-13.3	1.5	14.3	-7.6	-2.7
Cc1nnc(SCC(=O)Nc2cccc([N+](=O)[O-])c2)n1CC1CCCO1 (configuration not stated)	-10.4	-4.5	0.4	2.1	-14.5	0.2	-12.1	4.4	-10.3
COc1cc(C(=O)NCc2nnc(SCC(=O)N3CCCC3)o2)cc(OC)c1OC	-8.7	2.3	0.2	-0.5	2.3	0.7	-18.7	-6.3	-6.1
O=C(/C=C/[C@H]1O[C@@H](n2ccc(=O)[nH]c2=O)[C@H](O)[C@@H]1O)NCc1cccc2ccccc12	-17.4	-2.4	-0.1	1.0	.	.	3.7	-7.2	.
O=C(NCC1CCCO1)C1CCN(C2CCN(C(=O)CC3CCCC3)CC2)CC1 (configuration not stated)	0.0	-13.2	-0.4	-0.3	-9.0	0.6	-18.9	27.3*	-8.6
Oc1ccc(Cc2ccccc2Cl)c(O)c1	0.4	-1.2	1.2	2.9	.	.	2.8	-11.9	.
CC(=O)Nc1ccc(NC(=O)C(C)Sc2nnc(C3CC3)n2-c2ccccc2)cc1 (configuration not stated)	11.7	-4.2	-0.2	0.2	-8.0	0.6	0.8	-6.2	2.1
Cc1ccc(S(=O)(=O)CCC(=O)OCC(=O)Nc2ccc(N3CCOCC3)cc2)cc1	-3.6	-1.3	-0.1	3.2	-8.8	0.8	-8.1	-8.8	-9.4
CCn1nnnc1NCc1ccc(OCc2c(F)cccc2Cl)c(OC)c1	-12.4	-3.3	1.3	-0.5	3.2	0.9	6.7	-5.7	-5.3
COc1ccc(OCCOC(=O)c2ccc(-n3cnnn3)cc2)cc1	24.0	-2.5	1.9	5.6	-15.9	5.7	-0.9	0.2	-25.9
CCc1ccc(C(=O)C[n+]2cccc3cc(OC)ccc32)cc1	0.2	-8.9	-0.5	0.8	.	.	7.6	3.0	.

As entered above:
Value of Cc1nnc(SCC(=O)Nc2cccc([N+](=O)[O-])c2)n1CC1CCCO1 (configuration not stated) under TAAR1 antag: -10.4
Value of COc1ccc(Nc2nc(N)nc(CN3CCC(Cc4ccccc4)CC3)n2)cc1 under OXTR potentiator: -2.7
Value of COc1ccc(OCCOC(=O)c2ccc(-n3cnnn3)cc2)cc1 under TAAR1 ag: 5.6
Value of CCn1nnnc1NCc1ccc(OCc2c(F)cccc2Cl)c(OC)c1 under OXTR potentiator: -5.3
Value of O=C(NCC1CCCO1)C1CCN(C2CCN(C(=O)CC3CCCC3)CC2)CC1 (configuration not stated) under OXTR potentiator: -8.6

Additional structures:
SMILES	TAAR1 antag	M1 ag	CHO-K1 Ca ag	TAAR1 ag	CHO parental Ca	V1R ag counter	M1 PAM parental	CHO-K1 Ca antag	OXTR potentiator
O=C(O)c1cc(S(=O)(=O)N2CCCCC2)ccc1F	16.3	-4.5	0.4	11.3	-3.5	0.4	9.8	-5.2	-3.9
COc1ccc(NC(=O)COc2ccc3c(c2)CCC3)cc1	3.6	-3.7	0.9	-1.0	-0.2	-0.5	12.9	-15.3	-2.8
CCOC(=O)C1CCN(C(=O)COc2ccc(Cl)cc2)CC1	-8.1	0.1	0.3	9.2	-1.9	0.5	-1.3	9.4	-3.6
CC1CCc2sc(C(=O)NNS(=O)(=O)c3ccc(F)c(F)c3F)cc2C1 (configuration not stated)	-35.8	-5.0	-0.5	-1.0	-14.2	-1.3	-16.2	4.9	-12.3
Cc1cc(C)cc(NC(=O)c2oc3ccccc3c2COc2ccccc2)c1	-15.9	4.7	-0.1	1.9	-17.1	1.4	17.5	0.7	-3.0
COc1ccc(OC)c(NC(=O)CSc2ncnc3sc(C)cc23)c1	10.6	-0.5	1.0	18.2	.	.	11.2	-16.2	.
CCCn1nc(C(=O)Nc2nc3ccccc3[nH]2)c2ccccc2c1=O	9.6	-9.7	1.8	5.0	-17.2	-0.9	-9.5	17.7	-9.8
COc1ccc([C@@H]2[C@@H]3C(=O)N(C(C)(C)C)C(=O)[C@@H]3[C@]3(Cc4ccccc4)C(=O)N(c4ccc(C(F)(F)F)cc4)C(=O)N23)cc1	-19.0	-6.2	-0.2	6.9	-19.6	0.8	-11.9	-2.9	3.5
Cc1ccc2[nH]c(=O)cc(C(=O)OC(C)C)c2c1	-2.5	-3.5	2.9	5.2	-7.9	0.4	32.0	-28.4	-7.3
Clc1ccc2nc(-c3cccc(Br)c3)c(Cc3ccccc3)n2c1	-13.3	-6.5	-0.1	-1.3	.	.	14.3	-10.9	.
S=C1SCN(Cc2cccnc2)CN1Cc1cccnc1	-4.0	-4.0	1.0	1.0	-12.3	0.5	3.8	4.2	5.9
CCOC(=O)c1sc2nc(C(C)C)c3c(c2c1N)CC(C)(C)OC3	10.6	-1.2	0.3	-0.1	-12.1	0.5	21.0	-8.0	-21.8
CC(=O)c1ccc(OC(C)C(=O)OCC(=O)NCCc2ccccc2)cc1 (configuration not stated)	-7.0	-3.1	2.1	8.8	-13.4	1.0	0.8	-6.4	-3.4
COc1ccc(CNC(=O)OCCN2CCN(S(=O)(=O)c3ccc(C)cc3)CCC2=O)cc1	16.9	-4.9	-0.4	1.1	-17.3	-0.3	-18.8	16.6	-10.2
Cc1ccc(/C=N/NC(=S)NC2CCS(=O)(=O)C2)cc1 (configuration not stated)	0.1	3.6	0.8	6.2	-2.5	0.6	6.3	-14.2	3.4
CCN(CC)CCCOC(=O)C(c1ccccc1)c1ccccc1	1.0	-13.5	1.0	2.1	-15.1	-0.5	-1.0	5.2	-7.8
O=C(COc1ccc(Cl)cc1Cl)NC1CCSC1=O (configuration not stated)	-3.0	-2.0	0.9	9.3	-9.3	0.6	14.5	-14.9	-5.8
O=C(CNc1ccc(Cl)cc1)NNC(=S)NCc1ccccc1	1.2	-4.3	0.7	0.7	1.0	0.8	14.4	-6.7	-3.5
COc1ccc2oc(=Nc3ccc(C(=O)O)cc3)c(C(=O)NCc3ccco3)cc2c1	10.2	-8.6	0.6	2.3	-12.6	-0.2	9.7	-9.6	-10.0
O=C(c1[nH]c(C(F)(F)F)nc1-c1ccccc1)N1CCC2(CC1)C(=O)NCN2c1ccccc1	3.8	-2.4	0.5	-0.2	.	.	11.9	-13.1	.
COc1cccc(C2=NNC(=NCc3ccccc3)SC2)c1	11.9	-6.5	0.9	-1.0	-8.4	-0.4	17.6	-8.2	-2.1
COc1ncccc1C(=O)NC1CCCc2c1cnn2-c1ccc(C)c(C)c1 (configuration not stated)	-43.0	-3.2	2.5	-2.2	-14.8	-0.8	12.6	-11.7	-5.2
O=C1NC(=O)/C(=C/c2ccccc2Cl)N1	-9.3	-1.4	0.7	1.3	11.1	0.2	3.0	1.1	-9.7
CC1=CN2C(=N)/C(=C/c3ccc(Sc4ccc(Cl)cc4)o3)C(=O)N=C2S1	24.6	-2.9	0.2	2.2	-18.9	-0.3	11.0	-4.2	-6.1
CC(SCc1ccccc1)C(=O)Nc1ccc(F)cc1 (configuration not stated)	-3.6	-3.9	0.6	-2.2	-10.8	0.0	15.0	-12.6	-4.2

Structures above that contain a CF3 group, in the order listed:
SMILES	TAAR1 antag	M1 ag	CHO-K1 Ca ag	TAAR1 ag	CHO parental Ca	V1R ag counter	M1 PAM parental	CHO-K1 Ca antag	OXTR potentiator
COc1ccc([C@@H]2[C@@H]3C(=O)N(C(C)(C)C)C(=O)[C@@H]3[C@]3(Cc4ccccc4)C(=O)N(c4ccc(C(F)(F)F)cc4)C(=O)N23)cc1	-19.0	-6.2	-0.2	6.9	-19.6	0.8	-11.9	-2.9	3.5
O=C(c1[nH]c(C(F)(F)F)nc1-c1ccccc1)N1CCC2(CC1)C(=O)NCN2c1ccccc1	3.8	-2.4	0.5	-0.2	.	.	11.9	-13.1	.

High-throughput results deposited in PubChem BioAssay by The Scripps Research Institute Molecular Screening Center.
